# Assay outcomes as filed in PubChem BioAssay.
# Coupling enz = counter-screen for Giardia aldolase inhibitors: coupling enzyme system; coupling enzyme system counterscreen, AmpLite Red fluorescence; activity change, negative = inhibition, % at 58.2 µM, hits read low; 290,000 compounds, 0.67% hits; in the data active = activity change below about -30%; note: % is set by controls: 0 for no effect and ±100 for the full control effect
#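 Fluorescence at 525 nm excitation and 598 nm emission measured inhibition of the coupled detection system without aldolase. Compounds (at 57.5 uM final) were preincubated 10 min at room temperature with coupling enzyme reagent before a 20 min substrate/AmpLite Red step.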
# Tb PFK inh = inhibitors of T. brucei phosphofructokinase. O15648. Potency, µM (top dose mostly 57.5 µM), for inactives: top-dose activity, negative = inhibition, most hits filed as inhibitors. T. brucei PFK, ADP-Glo luminescence. 330,000 compounds, 0.17% hits;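 note: potency is the fitted concentration of half-maximal effect; 0% = uninhibited 1x PFK enzyme wells and -100% = no-enzyme wells; nearly all actives have a fitted effect of over 60% in size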
# Target sequence (O15648 whole entry, looked up): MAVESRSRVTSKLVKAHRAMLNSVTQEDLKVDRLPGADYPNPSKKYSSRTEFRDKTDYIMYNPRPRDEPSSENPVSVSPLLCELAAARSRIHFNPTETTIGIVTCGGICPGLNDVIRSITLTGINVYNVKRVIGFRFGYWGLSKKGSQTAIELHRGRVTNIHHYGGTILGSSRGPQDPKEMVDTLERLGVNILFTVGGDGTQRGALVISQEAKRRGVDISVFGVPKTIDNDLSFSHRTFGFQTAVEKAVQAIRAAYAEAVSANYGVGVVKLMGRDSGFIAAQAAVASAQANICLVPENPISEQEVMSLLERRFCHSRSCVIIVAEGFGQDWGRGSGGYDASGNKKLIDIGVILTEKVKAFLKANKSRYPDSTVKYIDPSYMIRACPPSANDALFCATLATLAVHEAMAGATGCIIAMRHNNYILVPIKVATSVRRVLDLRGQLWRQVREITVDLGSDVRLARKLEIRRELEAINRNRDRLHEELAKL
#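 PFK 1.25 nM, F6P 0.5 mM, ATP 0.1 mM, 0.1 M TEA pH 8.0, 5 mM MgCl2, 0.01% Tween20, 0.1% BSA; 45 min RT. ADP-Glo readout. qHTS titration up to 57 uM; curves fitted, compounds curve-classed.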
# RORgamma inh = inhibitors of mouse ROR gamma transcriptional activity; Potency, µM (titrated, usually from 53.6 µM), for the others: at the top dose activity change, negative = inhibition, most hits filed as inhibitors; P51450; 310,000 compounds, 5.4% hits; Drosophila S2 Gal4-RORgamma UAS-luciferase reporter, 20 h; note: potency is the fitted concentration of half-maximal effect; % is set by controls: 0 for no effect and ±100 for the full control effect; nearly all actives have a fitted effect of over 60% in size
#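 Compounds are pin-transferred onto Drosophila Schneider cells expressing a copper-inducible Gal4–ROR gamma transactivation domain fusion. After 1 hr, copper sulfate is added to 700 uM final; luciferase is read 20 hr later.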
# uPA surface inh = blocks generation of uPA at the cell surface. 330,000 compounds, 0.31% hits. Potency, µM (top dose mostly 38.3 µM), without a hit: top-dose activity change, negative = inhibition, actives largely listed as inhibitors. AID 540303. cell surface uPA generation assay, qHTS; active = well fitted inhibition curve with a large enough effect; inconclusive = small, poorly fitted or top-dose-only effect; inactive = no such curve, though single readings can be large or run the other way; tested in mouse RAW 264.7 cells; note: potency is the fitted concentration of half-maximal effect; % is set by controls: 0 for no effect and ±100 for the full control effect; nearly all actives have a fitted effect of over 55% in size
# ELG1 genotox = inducers of genotoxicity in HEK293T ELG1-luciferase cells. HEK293T ELG1-luciferase reporter, luminescence, 16 h. Potency, µM (highest dose often 46 µM), without a hit: at the top dose activity change, positive = activation, most hits filed as activators. 330,000 compounds, 1.3% hits; note: potency is the fitted concentration of half-maximal effect; % of control where 0% means no effect; nearly all actives have a fitted effect of over 60% in size
#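 Step 1: seed 2,000 HEK293T ELG1-luciferase cells per well. Step 2: add compound or DMSO, incubate 16 hr at 37 °C. Step 3: ONE-Glo, 30 min at room temperature, read luminescence.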
# Giardia killer = Giardia lamblia killing | Giardia lamblia trophozoite viability | activity change, % at 7.66 µM, hits read low | 340,000 compounds, 0.15% hits | AID 540267; in the data active = activity change below about -80%; inconclusive = between about -30% and that limit;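 note: parasites exposed to compound for two days anaerobically before the ATP read; % is set by controls: 0 for no effect and ±100 for the full control effect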
#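 Luminescence from cellular ATP indicates surviving trophozoites (100 cells/well) following 48 hrs anaerobic compound treatment at 37 deg C; signal develops 15-30 min at room temperature.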
# NPC1 promoter act = activators of NPC1 promoter | Huh7 NPC1 promoter luciferase reporter, 24 h | Potency, µM (top dose mostly 9.22 µM), without a hit: at the highest dose activation, usual class: activators | 320,000 compounds, 2.4% hits | AID 485313;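 note: potency is the fitted concentration of half-maximal effect; % of control where 0% means no effect; nearly all actives have a fitted effect of over 60% in size; reporter is driven by a mutant NPC1 promoter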
#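 Huh7 reporter cells (NPC1 promoter driving luciferase) are dosed with compound for 24 h at 37 °C, 5% CO2; luciferase detection reagent is then added and luminescence measured after 10 min at ambient temperature.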
# Rab9 promoter act = activators of Rab9 promoter; Huh7 Rab9 promoter-luciferase reporter, luminescence, 24 h; Potency, µM (highest dose often 9.22 µM), for inactives: at the top dose activation, negative = inhibition, actives largely listed as activators; 320,000 compounds, 2.8% hits; note: potency is the fitted concentration of half-maximal effect; % of control where 0% means no effect; nearly all actives have a fitted effect of over 60% in size
#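 Huh7 cells stably carrying Rab9 promoter–luciferase reporter, plated 1500 cells/well, compound added after 2 h and incubated 24 h at 37 °C; luciferase luminescence then read after 10 min with detection reagent.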
# KCNH2 3.1 inh = KCNH2 3.1 (human) potassium channel inhibition; U2OS KCNH2 3.1, thallium flux FluxOr; active compounds read low; activity change, % (tested at about 1.8 µM); 340,000 compounds, 0.95% hits; AID 720553;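 active = maximum activity change below -70%; inconclusive = maximum activity change from -70% to -50%; inactive = maximum activity change above -50%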;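 note: thallium influx rate constant from kinetic fluorescence after stimulation buffer; % is set by controls: 0 for no effect and ±100 for the full control effect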
#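 FluxOr-based Tl+ influx in U2OS cells transduced with KCNH2 3.1 virus; rate constants normalized to DMSO controls.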
# VP16 counter = Gal4-VP16 reporter inhibition counter-screen; Drosophila S2 Gal4-VP16 UAS-luciferase, luminescence, 20 h; Potency, µM (series often up to 53.6 µM), for the others: top-dose activity, negative = inhibition, usual class: inhibitors; 310,000 compounds, 3.5% hits; AID 2546;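 note: Gal4-VP16 expression switched on by copper sulfate through the metallothionein promoter; potency is the fitted concentration of half-maximal effect; % is set by controls: 0 for no effect and ±100 for the full control effect; nearly all actives have a fitted effect of over 50% in size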
# FLuc counter = counter-screen for miR-21 project: firefly luciferase inhibitors or activators; purified FLuc, Km substrates, luminescence inhibition; 360,000 compounds, 6.9% hits; Potency, µM (series often up to 57.5 µM), without a hit: at the highest dose activity change, negative = inhibition, most hits filed as inhibitors;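 note: potency is the fitted concentration of half-maximal effect; plate controls were vehicle for no effect and reference inhibitor for full effect; nearly all actives have a fitted effect of over 55% in size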
# Target sequence (P08659 whole entry, looked up): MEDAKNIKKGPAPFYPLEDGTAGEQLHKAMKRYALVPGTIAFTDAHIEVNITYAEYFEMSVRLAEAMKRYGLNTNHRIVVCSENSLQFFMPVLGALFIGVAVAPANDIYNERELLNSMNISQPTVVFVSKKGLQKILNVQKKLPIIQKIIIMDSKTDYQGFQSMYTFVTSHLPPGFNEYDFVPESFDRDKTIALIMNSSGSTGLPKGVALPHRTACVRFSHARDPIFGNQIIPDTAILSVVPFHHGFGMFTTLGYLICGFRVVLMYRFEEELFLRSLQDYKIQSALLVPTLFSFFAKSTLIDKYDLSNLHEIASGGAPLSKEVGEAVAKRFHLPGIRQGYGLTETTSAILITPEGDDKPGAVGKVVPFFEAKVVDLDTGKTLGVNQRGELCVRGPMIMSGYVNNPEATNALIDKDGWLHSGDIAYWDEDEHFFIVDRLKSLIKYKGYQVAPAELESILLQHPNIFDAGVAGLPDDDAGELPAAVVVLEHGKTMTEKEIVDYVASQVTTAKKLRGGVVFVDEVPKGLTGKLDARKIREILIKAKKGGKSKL
#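 Biochemical qHTS of compounds, final roughly 60 µM downward over six points, against 10 nM purified firefly luciferase using Km concentrations of substrates (10 uM D-luciferin, 10 uM ATP) in Tris acetate pH 7.5 buffer; luminescence output.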
# Numbers without * were called inactive; u = inconclusive; x = not tested or not shown; [ ] = remark or other dose. Unless noted, calls come from the whole dose curve; as a rule, active = well fitted curve in the direction sought with a large enough effect; inconclusive = small, poorly fitted or top-dose-only effect, or another doubt; inactive = no such curve, though single readings can be large; an effect the other way counts as inactive or inconclusive.
SMILES,Coupling enz,Tb PFK inh,RORgamma inh,uPA surface inh,ELG1 genotox,Giardia killer,NPC1 promoter act,Rab9 promoter act,KCNH2 3.1 inh,VP16 counter,FLuc counter
COc1ccc(OC)c(Nc2cc(C)nc3ccccc23)c1,3.6,-5.1%,-14.1%,x,-8.8%,10.9,-1.0%,-0.5%,-13.1,-0.1%,5.3%
CCCn1c(=O)c(C(=O)Nc2cccc(C)n2)c(O)c2ccccc21,-3.8,0.4%,27.8%[1.91 µM],6.0%,7.4%,6.9,17.4%,15.8%,16.6,u,0.3%
CCC(CO)[n+]1c(C)cc(/C=C2\Sc3ccccc3N2Cc2ccccc2)cc1C (stereo not given),-11.6,0.1%,u,-7.6%,-5.2%,1.7,-20.0%,-15.4%,6.9,7.08µM*,u
CC1(C)N(OCc2ccccc2)C(=O)C(=O)N(OCc2ccccc2)C1(C)C,0.2,-1.6%,14.7%,16.7%,-7.6%,0.7,-3.2%,1.0%,-10.0,6.0%,-1.6%
CCN1CCN(CCCNC(=O)C2CCN(c3nnc(-n4c(C)ccc4C)s3)CC2)CC1,0.7,2.2%,2.6%,u,13.0%,0.1,-6.0%,-5.3%,4.1,0.2%,0.1%
Cc1cc(N2CCN(C)CC2)nc2ccc(NC(=S)NC3CC3)cc12,3.1,-3.5%,-25.3%,-9.8%,0.1%,14.5,0.3%,-31.3%[inhibitor],-4.1,11.3%,1.5%
COc1ccc(N2CCN(C(=O)c3ccc4c(c3)NC(=O)C(CSCc3c(F)cccc3Cl)N4)CC2)cc1 (stereo not given),-1.3,7.8%,-14.7%,x,-0.8%,x,-8.4%,-1.5%,x,2.7%,3.8%
Cc1onc(C(=O)NC2CCCCC2)c1[N+](=O)[O-],x,-4.9%,-14.7%,-27.4%,1.0%,-8.8,10.3%,-1.8%,15.1,14.5%,4.2%
CCc1ccc(/C=N/NC(=O)c2cc(C3CC3)nc3ccc(Br)cc23)s1,6.7,-0.5%,2.24µM*,-4.8%,-2.8%,-0.1,-22.8%,-13.9%,-13.0,1.58µM*,1.1%
CCOC(=O)c1c(C)[nH]c(C(=O)COC(=O)c2ccc(O)cc2O)c1C,1.0,-5.3%,u,4.6%,1.4%,-0.8,26.4%,2.5%,-19.9,-5.2%,u
COCCN(CCOC)c1cc(C)c(C#N)c2nc3ccccc3n12,1.3,-2.6%,0.6%,-2.6%,0.4%,-3.2,0.4%,-6.2%,-5.3,0.7%,3.6%
COc1nc(NS(=O)(=O)c2ccc(C)cc2)nc(C)c1Cl,10.3,5.1%,2.5%,0.1%,-4.9%,0.6,-0.7%,-8.5%,-17.3,-0.3%,6.4%
COc1ccccc1C(=O)NC(=O)COC(=O)c1nc(Cl)ccc1Cl,x,-0.1%,x,2.5%,-2.3%,-11.8,-2.5%,0.5%,5.7,x,-9.2%
Cc1cc(C)n(S(=O)(=O)c2ccc(C)c(C)c2C)n1,2.1,-9.2%,-13.9%,-3.2%,4.5%,8.9,-3.8%,-5.7%,3.8,-10.0%,-2.6%
COc1ccc(NC(c2ccccc2)c2ccncc2)cc1 (stereo not given),-9.5,7.1%,-23.9%,-25.8%,-1.0%,2.5,-11.2%,-5.8%,11.6,-3.4%,1.4%
COc1ccc(/C=N/NC(=O)c2ccc(CSc3nncn3C)cc2)cc1OC,1.2,-3.6%,-0.5%,-3.5%,2.9%,58.5[activator],0.7%,-4.1%,6.6,4.9%,-17.7%
CC(=O)NC(C)c1nc2ccccc2n1CC(=O)N1C(C)CCCC1C (stereo not given),0.0,-1.6%,8.1%,-0.9%,-5.0%,-15.2,0.9%,0.6%,10.1,11.7%,0.5%
Cc1ccc(S(=O)(=O)N2CCN(C(=O)CSc3cc(C)ccc3C)CC2)c(C)c1,x,-3.8%,3.16µM*,6.0%,9.2%,-9.0,-2.1%,-7.9%,-9.9,u,-20.0%
CCCCOc1ccc(-n2nc(C)cc2C)nn1,-1.8,-1.7%,-22.8%,3.0%,17.6%,11.3,u,u,2.0,2.5%,16.9µM*
COc1ccc(S(=O)(=O)Nc2ccc(N3CCOCC3)cc2)cc1Br,2.4,-5.0%,21.8%,1.7%,-0.2%,-14.1,-1.3%,-4.2%,21.2,11.5%,-2.4%
CC(C)(CN1CCCC1)NS(=O)(=O)c1ccccc1,1.4,-6.1%,27.5%,4.9%,0.3%,-5.4,-6.5%,-0.5%,3.7,1.2%,1.0%
CCOc1cc(C(=O)Nc2ccc(N3CCN(S(C)(=O)=O)CC3)cc2)cc(OCC)c1OCC,-2.2,-4.0%,24.8%,3.7%,0.0%,12.3,-3.4%,-1.5%,-2.7,-4.5%,-0.7%
COc1cc2[nH]c(=S)n(C3CC3)c(=O)c2cc1OC,1.5,-7.4%,3.55µM*,-10.0%,-3.4%,-5.8,-1.6%,-2.4%,-2.4,17.8µM*,-2.9%
O=C(COC(=O)/C=C/c1cccc([N+](=O)[O-])c1)NCC1CCCO1 (stereo not given),1.5,1.1%,10.5%,-2.0%,0.0%,-10.6,-2.2%,-4.2%,20.7,10.0%,0.6%
COc1ccccc1/C=C/C=C1\Oc2c(ccc(O)c2CN(C)C)C1=O,1.4,1.2%,5.3%,1.6%,1.6%,-19.0,2.2%,1.8%,-10.3,-12.6%,3.01µM*
COC(=O)c1ccc(/C=C2/SC(=S)N(CCCC(=O)Nc3ccc(O)cc3)C2=O)cc1,x,4.1%,-3.2%,-20.4%,14.8%,-20.8,2.9%,9.9%,3.9,12.7%,-0.2%
CC1CCN(S(=O)(=O)c2cn(CC(=O)Nc3ccc(OC(F)(F)F)cc3)cn2)CC1,0.2,-10.1%,-0.1%,-1.9%,0.7%,6.2,-2.4%,-3.2%,-6.8,-2.3%,1.4%
CCCCCCCC(=O)N/N=C(\C)c1ccc(N)cc1,4.4,-0.2%,19.3%,x,1.3%,x,1.3%,-4.7%,x,-14.8%,-12.6%
CCOC(=O)N1CCN(S(=O)(=O)c2ccc(F)cc2)CC1,3.6,-0.2%,-5.0%,-7.9%,-3.1%,-7.7,-3.3%,4.1%,-7.8,-0.2%,1.7%
CCOc1cc(CNc2ccc3c(c2)OCCO3)cc(Br)c1OCC,-1.5,2.5%,u,-18.4%,3.7%,4.4,-24.6%,-31.5%[inhibitor],-3.4,u,-12.9%
C/C(=N/Oc1nc(C)cc(C)n1)c1ccc(Br)cc1,1.1,6.4%,u,7.6%,5.6%,-15.7,3.0%,9.8%,-6.0,u,-12.7%
O=C(NNC(=O)c1cc(-c2ccncc2)nc2ccccc12)c1cccc(Cl)c1,x,-0.9%,x,1.2%,-11.3%,2.6,-0.3%,8.6%,-1.9,x,-15.2%
O=C(Cn1nc(-c2cccc(Cl)c2)ccc1=O)NCC1COCCO1 (stereo not given),x,0.4%,x,3.9%,5.0%,13.0,10.3%,-0.2%,-7.0,x,-0.4%
CC(C)CC(COCc1ccc(C(F)(F)F)cc1)N1CCN(C(=O)c2ccc(C(F)(F)F)cc2)CCC1=O (stereo not given),-7.7,-1.6%,u,u,-4.4%,u,-4.5%,-2.2%,-1.9,9.7%,-1.5%
O=C(CC1C(=O)NCCN1Cc1cccc(Oc2ccccc2)c1)NCCc1cnccn1 (stereo not given),-10.3,-0.1%,0.3%,-3.6%,1.2%,-6.1,-4.9%,-2.2%,10.6,-5.2%,-2.7%
O=C(NC1CCSC1=O)c1cccc(Cl)c1 (stereo not given),0.1,8.6%,11.6%,4.9%,-0.3%,-14.1,-1.3%,-5.2%,-1.5,-5.2%,3.7%
CCCNC(=O)c1ccccc1NC(=O)Cc1ccc(OC)c(S(=O)(=O)N2CCOCC2)c1,x,0.6%,x,0.1%,-0.3%,16.6,1.4%,-2.2%,-13.1,x,2.9%
CN1CCN(S(=O)(=O)c2ccc(Nc3ccc(F)cc3)c([N+](=O)[O-])c2)CC1,x,-4.5%,x,-7.0%,0.0%,35.6[activator],-2.1%,-0.3%,27.1,x,1.6%
O=C(NCCCn1ccnc1)Nc1ccc2c(c1)OCO2,0.6,-4.2%,5.9%,3.4%,15.4%,-9.2,-1.1%,3.6%[1.84 µM],3.9,-4.2%,u
Cc1cc(=O)[nH]c(SCc2csc(-c3ccccc3)n2)n1,7.2,-0.1%,u,2.9%,1.8%,-2.8,7.9%,11.5%,6.9,2.6%,u
CC(C)=CC1C=C(C)C(C)C2C(=O)NNC(=O)C12 (stereo not given),-0.7,3.9%,-12.8%,11.1%,-0.2%,-3.8,-0.4%,-2.2%,4.0,3.1%,4.5%
COc1ccccc1Nc1nc2c(C)cccc2cc1C#N,0.9,2.2%,-16.5%,-0.9%,1.1%,9.4,-3.3%,1.8%,-5.0,-2.5%,-10.1%
